High-throughput results from PubChem.
CHRM4 PAM – human M4 muscarinic receptor positive allosteric modulators, primary screen, CHO-K1 cells, Fluo-8 calcium fluorescence | Muscarinic acetylcholine receptor M4 (Homo sapiens), P08173 | CHO-K1 hM4/Gqi5, ACh EC20; 0% = ACh EC20, 100% = maximal ACh | activation, % at 3 µM | actives 0.4% (n = 360,000);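 active = activation above its plate's cutoff, the mean activation of sample wells plus 3 SD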; also: some results filed as inactive read as strong as hits
Target sequence (P08173 whole entry, looked up): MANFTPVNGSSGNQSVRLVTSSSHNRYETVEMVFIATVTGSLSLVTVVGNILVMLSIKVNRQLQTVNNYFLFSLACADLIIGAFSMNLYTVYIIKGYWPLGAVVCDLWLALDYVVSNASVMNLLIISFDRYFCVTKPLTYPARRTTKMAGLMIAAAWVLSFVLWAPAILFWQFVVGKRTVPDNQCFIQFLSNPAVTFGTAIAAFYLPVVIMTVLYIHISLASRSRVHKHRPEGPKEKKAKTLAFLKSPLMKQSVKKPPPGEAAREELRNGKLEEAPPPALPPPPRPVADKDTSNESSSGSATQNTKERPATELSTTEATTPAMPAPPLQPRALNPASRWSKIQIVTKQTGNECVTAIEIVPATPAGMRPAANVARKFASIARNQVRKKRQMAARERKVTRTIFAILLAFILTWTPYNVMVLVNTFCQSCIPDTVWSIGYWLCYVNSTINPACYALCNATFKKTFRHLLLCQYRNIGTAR
CHRM5 PAM – human M5 muscarinic receptor positive allosteric modulators, primary screen, CHO-K1 cells, Fluo-8 calcium fluorescence; CHO-K1 hM5, ACh EC20 PAM; 0% = ACh EC20, 100% = ACh EC100; activation, % at 3 µM; actives 0.3% (n = 360,000); AID 624038, 2012;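 active = activation above the run cutoff, the mean activation of all test compounds plus 3 SD, cut at about 18% in these data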
Target sequence (P08912 whole entry, looked up): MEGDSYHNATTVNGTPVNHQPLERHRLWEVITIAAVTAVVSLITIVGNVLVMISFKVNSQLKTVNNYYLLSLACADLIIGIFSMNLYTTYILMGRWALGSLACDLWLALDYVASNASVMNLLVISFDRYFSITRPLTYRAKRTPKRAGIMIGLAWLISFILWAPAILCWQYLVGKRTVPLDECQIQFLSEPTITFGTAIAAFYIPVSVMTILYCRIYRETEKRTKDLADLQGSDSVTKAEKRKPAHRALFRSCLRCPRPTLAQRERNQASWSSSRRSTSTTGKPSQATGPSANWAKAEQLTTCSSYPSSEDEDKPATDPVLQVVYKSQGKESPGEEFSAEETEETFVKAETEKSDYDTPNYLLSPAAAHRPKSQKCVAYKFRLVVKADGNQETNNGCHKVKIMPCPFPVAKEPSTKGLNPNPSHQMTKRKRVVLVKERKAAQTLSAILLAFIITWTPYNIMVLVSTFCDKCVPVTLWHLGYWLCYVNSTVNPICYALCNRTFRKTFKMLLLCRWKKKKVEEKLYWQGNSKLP
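Measured by: Fluo-8 calcium fluorescence; material: human M5 receptor in CHO-K1 cells; schedule: Post-acetylcholine fluorescence recording 140 s; benchmarks: low control EC20 acetylcholine (0%), high control EC100 acetylcholine (100%); read-out: Max/basal fluorescence ratio as % of EC20–EC100 ACh window; compound: single dose, 3 µM nominal final test concentration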
CRFR2-BP ag – agonists of CRF-BP/CRF-R2 complex, primary screen, cell-based, HEK293, calcium dye fluorescence, uHTS; actives 0.46% (n = 350,000); activation, % at 13.2 µM; calcium dye fluorescence (FLIPR); percent of saturating CRF peptide response; CRF-binding protein / CRF receptor 2 complex (human);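 active = activation of at least 50%, plus an integration ratio under a set limit after plate pattern correction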;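 also: plate controls were neutral control wells without compound for no effect and CRF at EC100 for full effect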
CHRM5 antagonist – human M5 muscarinic receptor antagonists, primary screen, CHO cells, Fluo-8 calcium fluorescence. Muscarinic acetylcholine receptor M5 (Homo sapiens), P08912. CHO-hM5 cells, ACh EC80. inhibition, % at 3 µM. actives 0.59% (n = 360,000). AID 624040, 2012;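 active = inhibition above a per-plate cutoff, the mean of that plate's test compounds plus 3 SD, cut at about 27% in these data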;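 also: 0% = acetylcholine EC80 with DMSO and 100% = DMSO without agonist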
CHRM1 PAM – human M1 muscarinic receptor positive allosteric modulators, primary screen, CHO-K1 cells, Fluo-8 calcium fluorescence, 1536-well | Muscarinic acetylcholine receptor M1 (Homo sapiens), P11229 | CHO-K1 hM1, ACh EC20; 0% = ACh EC20, 100% = maximal ACh | activation, % at 3 µM | actives 0.088% (n = 360,000) | AID 588819, 2011; in the data active = activation above about 19%, passing the limit was not always enough
M4 antag – human M4 muscarinic receptor antagonists, primary screen, CHO cells, Fluo-8 calcium fluorescence | inhibition, % at 3 µM | CHO-hM4 cells, ACh EC80 | actives 0.73% (n = 360,000);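 active = inhibition above its plate's cutoff, the mean inhibition of sample wells plus 3 SD, cut at about 27% in these data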;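 also: 0% = acetylcholine EC80 with DMSO and 100% = DMSO without agonist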
M1 antag – human M1 muscarinic receptor antagonists, primary screen, CHO-K1 cells, Fluo-8 calcium fluorescence, 1536-well; Muscarinic acetylcholine receptor M1 (Homo sapiens), P11229; CHO-K1 hM1, ACh EC80 antagonist; inhibition, % at 3 µM; actives 1.3% (n = 360,000); AID 588852, 2011;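 active = percent inhibition above its own plate's cutoff, namely the mean of that plate's compound wells plus 3 SD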;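 also: peak over basal fluorescence ratio during 140 s after agonist addition; 0% = ACh EC80 plus DMSO and 100% = DMSO alone without agonist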
M5 ag – human M5 muscarinic receptor agonists, primary screen, CHO-K1 cells, Fluo-8 calcium fluorescence; Muscarinic acetylcholine receptor M5 (Homo sapiens), P08912; CHO-K1 hM5 cells; 0% DMSO wells, 100% maximal acetylcholine response; activation, % at 3 µM; actives 0.19% (n = 360,000); AID 624037, 2012;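 active = activation above the run's mean over test compounds plus 3 SD, cut at about 23% in these data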;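 also: signal is peak over basal fluorescence ratio across the kinetic read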
M4 ag – human M4 muscarinic receptor agonists, primary screen, CHO-K1 cells, Fluo-8 calcium fluorescence. activation, % at 3 µM. CHO-K1 hM4/Gqi5; vehicle 0%, full acetylcholine response 100%. AID 624127, 2012. Muscarinic acetylcholine receptor M4 (Homo sapiens), P08173. actives 0.14% (n = 360,000);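 active = activation above the run mean over all test wells plus 3 SD, cut at about 32% in these data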;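 also: peak over basal fluorescence ratio per well then scaled between controls; 0% = DMSO wells and 100% = acetylcholine at EC100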
The depositor's hits bear a star. Hits appear at their usual frequency; about 2.8% have a hit in one of these screens.

Screening CCCCOc1ccc(CSCCNC(=S)Nc2ccccc2)cc1 returned CHRM4 PAM -13, CHRM5 PAM -12, CRFR2-BP ag 1.2, CHRM5 antagonist 5, CHRM1 PAM -13, M4 antag 3, M1 antag 14, M5 ag -4 and M4 ag 3.
O=c1c2ccccc2nnn1COc1ccc(F)cc1Cl was read as CHRM4 PAM -4, CHRM5 PAM 1, CRFR2-BP ag -1.4, CHRM5 antagonist -1, CHRM1 PAM -1, M4 antag 8, M1 antag 10, M5 ag -1 and M4 ag 1.
For CNC(=O)c1ccc(CN(C)C(=O)/C=C/c2ccc(S(=O)(=O)N3CCCCCC3)cc2)cc1 the results were CHRM4 PAM -8, CHRM5 PAM -5, CRFR2-BP ag 2.0, CHRM5 antagonist -3, CHRM1 PAM 0, M4 antag -7, M1 antag -9, M5 ag 2 and M4 ag 11.
Screening CC(=O)N(Cc1ccccc1)c1ccccc1C(=O)O returned CHRM4 PAM 1, CHRM5 PAM 0, CRFR2-BP ag -2.7, CHRM5 antagonist 7, CHRM1 PAM 6, M4 antag -5, M1 antag -10, M5 ag 0 and M4 ag 1.
Screening COc1ccc(-c2nn(CCC(=O)O)cc2CCC(=O)O)cc1 returned CHRM4 PAM 0, CHRM5 PAM 16, CRFR2-BP ag -0.3, CHRM5 antagonist -6, CHRM1 PAM -4, M4 antag -12, M1 antag 6, M5 ag -1 and M4 ag 1.
For Cc1c(C(=O)NCc2ccccn2)sc2nc(-c3ccccc3)cn12 the results were CHRM4 PAM 1, CHRM5 PAM -6, CRFR2-BP ag 0.6, CHRM5 antagonist 7, CHRM1 PAM 9, M4 antag 1, M1 antag -17, M5 ag 1 and M4 ag 4.
Screening CCCCN(C(=O)c1ccc(-c2ccc([N+](=O)[O-])cc2)o1)c1c(N)n(CCCC)c(=O)[nH]c1=O returned CHRM4 PAM -1, CHRM5 PAM -3, CRFR2-BP ag -0.3, CHRM5 antagonist 11, CHRM1 PAM 0, M4 antag 2, M1 antag 3, M5 ag 1 and M4 ag -1.
`CCCCn1c(N)c(N(CCOC)C(=O)COc2ccc(C(C)=O)cc2)c(=O)[nH]c1=O` gave CHRM4 PAM 5, CHRM5 PAM -3, CRFR2-BP ag 2.9, CHRM5 antagonist 3, CHRM1 PAM 9, M4 antag -5, M1 antag -2, M5 ag 6 and M4 ag 1.
Screening Cc1cccc(Nc2nc(-c3ccccc3)c(C(=O)Nc3cccnc3)s2)c1 returned CHRM4 PAM -6, CHRM5 PAM -12, CRFR2-BP ag 9.4, CHRM5 antagonist 13, CHRM1 PAM -6, M4 antag 0, M1 antag 8, M5 ag -4 and M4 ag 5.
For COc1ccc(C2CC(c3ccccc3)=NN2C(=O)COC(=O)c2cnc(Cl)c(Cl)c2)cc1 (centres undefined) the results were CHRM4 PAM -5, CHRM5 PAM 2, CRFR2-BP ag 8.1, CHRM5 antagonist -6, CHRM1 PAM 4, M4 antag -2, M1 antag -9, M5 ag 1 and M4 ag 1.

Next part, starting with the last 2 of the part before.
Screening Cc1cccc(Nc2nc(-c3ccccc3)c(C(=O)Nc3cccnc3)s2)c1 returned CHRM4 PAM -6, CHRM5 PAM -12, CRFR2-BP ag 9.4, CHRM5 antagonist 13, CHRM1 PAM -6, M4 antag 0, M1 antag 8, M5 ag -4 and M4 ag 5.
For COc1ccc(C2CC(c3ccccc3)=NN2C(=O)COC(=O)c2cnc(Cl)c(Cl)c2)cc1 (centres undefined) the results were CHRM4 PAM -5, CHRM5 PAM 2, CRFR2-BP ag 8.1, CHRM5 antagonist -6, CHRM1 PAM 4, M4 antag -2, M1 antag -9, M5 ag 1 and M4 ag 1.
C=CCc1cc(/C=C2/NC(=O)NC2=O)cc(OCC)c1O was read as CHRM4 PAM 1, CHRM5 PAM -1, CRFR2-BP ag -1.9, CHRM5 antagonist -5, CHRM1 PAM 10, M4 antag -12, M1 antag -3, M5 ag 0 and M4 ag 1.
Screening O=C(OCC(=O)N1CCOCC1)c1ccccc1Cc1ccccc1 returned CHRM4 PAM 10, CHRM5 PAM -3, CRFR2-BP ag 0.1, CHRM5 antagonist 9, CHRM1 PAM -4, M4 antag -3, M1 antag 8, M5 ag -2 and M4 ag 0.
For O=C(CSc1ncnc2c1cnn2-c1ccccc1)NC1CCCC1 the results were CHRM4 PAM 0, CHRM5 PAM -4, CRFR2-BP ag -0.5, CHRM5 antagonist -1, CHRM1 PAM -2, M4 antag -11, M1 antag -13, M5 ag 4 and M4 ag 2.
Screening CCOC(=O)N1CCN(CC(=O)Nc2c(C(=O)OC)[nH]c3ccc(Cl)cc23)CC1 returned CHRM4 PAM 7, CHRM5 PAM -2, CRFR2-BP ag -0.4, CHRM5 antagonist 0, CHRM1 PAM 6, M4 antag 4, M1 antag 0, M5 ag 2 and M4 ag 0.
`NC(=O)COC(=O)c1ccc(Cl)c(S(=O)(=O)N2CCCCCC2)c1` gave CHRM4 PAM -5, CHRM5 PAM 2, CRFR2-BP ag 0.4, CHRM5 antagonist 9, CHRM1 PAM 6, M4 antag 1, M1 antag -5, M5 ag 0 and M4 ag 2.
For O=C(CNC(=O)c1ccccc1)OCc1nnc(-c2ccc(Cl)cc2)o1 the results were CHRM4 PAM -6, CHRM5 PAM -3, CRFR2-BP ag -0.4, CHRM5 antagonist 2, CHRM1 PAM 2, M4 antag 1, M1 antag 1, M5 ag 1 and M4 ag 1.
`COC(=O)C1CCN(Cc2cn(Cc3ccccc3)nc2-c2cc3ccccc3o2)CC1` gave CHRM4 PAM -7, CHRM5 PAM -3, CRFR2-BP ag 4.6, CHRM5 antagonist 14, CHRM1 PAM -4, M4 antag 9, M1 antag 11, M5 ag -2 and M4 ag 8.
Screening Cn1nccc1NC(=O)Nc1ccc(Cl)cc1 returned CHRM4 PAM 4, CHRM5 PAM -13, CRFR2-BP ag 0.5, CHRM5 antagonist 13, CHRM1 PAM 16, M4 antag 3, M1 antag -4, M5 ag 4 and M4 ag 4.
COc1ccc(C2C(Oc3ccccc3)C(=O)N2c2ccc(C)c(C)c2)cc1OC (centres undefined) was read as CHRM4 PAM -8, CHRM5 PAM -2, CRFR2-BP ag 3.7, CHRM5 antagonist 10, CHRM1 PAM -9, M4 antag 8, M1 antag -8, M5 ag -3 and M4 ag 0.
For COc1ccc(C(=O)NNC(=O)CCCCC(=O)NNC(=O)c2ccc(OC)cc2)cc1 the results were CHRM4 PAM 1, CHRM5 PAM -2, CRFR2-BP ag 0.7, CHRM5 antagonist -4, CHRM1 PAM 1, M4 antag -4, M1 antag -5, M5 ag -6 and M4 ag 1.

The final 2 entries of the section before are carried over, then new ones follow:
COc1ccc(C2C(Oc3ccccc3)C(=O)N2c2ccc(C)c(C)c2)cc1OC (centres undefined) was read as CHRM4 PAM -8, CHRM5 PAM -2, CRFR2-BP ag 3.7, CHRM5 antagonist 10, CHRM1 PAM -9, M4 antag 8, M1 antag -8, M5 ag -3 and M4 ag 0.
For COc1ccc(C(=O)NNC(=O)CCCCC(=O)NNC(=O)c2ccc(OC)cc2)cc1 the results were CHRM4 PAM 1, CHRM5 PAM -2, CRFR2-BP ag 0.7, CHRM5 antagonist -4, CHRM1 PAM 1, M4 antag -4, M1 antag -5, M5 ag -6 and M4 ag 1.
For Cc1ccc(OCC(=O)Nc2ccc(N3CCOCC3)cc2)cc1 the results were CHRM4 PAM -12, CHRM5 PAM -3, CRFR2-BP ag 0.8, CHRM5 antagonist 9, CHRM1 PAM -7, M4 antag 11, M1 antag 11, M5 ag 0 and M4 ag 1.
`CC1(C)CC(=O)C2=C(C1)OC(N)=C([N+](=O)[O-])C2c1cccs1` (centres undefined) gave CHRM4 PAM 19, CHRM5 PAM -1, CRFR2-BP ag 5.0, CHRM5 antagonist 0, CHRM1 PAM 1, M4 antag -7, M1 antag -3, M5 ag -3 and M4 ag 0.
`CCOC(=O)N1CCN(CC(=O)Nc2ccc(Oc3ccccc3)cc2)CC1` gave CHRM4 PAM -3, CHRM5 PAM -1, CRFR2-BP ag 1.5, CHRM5 antagonist 1, CHRM1 PAM -2, M4 antag -8, M1 antag -18, M5 ag -7 and M4 ag 1.
Screening Cc1cc(NC(=O)c2ccccc2F)ncc1NC(=O)c1cccs1 returned CHRM4 PAM 2, CHRM5 PAM -6, CRFR2-BP ag 0.5, CHRM5 antagonist -3, CHRM1 PAM 1, M4 antag -3, M1 antag 5, M5 ag -5 and M4 ag 2.
`O=C(CN1CCOc2ccccc21)NC1CC1` gave CHRM4 PAM 2, CHRM5 PAM -4, CRFR2-BP ag 4.5, CHRM5 antagonist 2, CHRM1 PAM 0, M4 antag -6, M1 antag -2, M5 ag -2 and M4 ag 1.
For COc1ccc(S(=O)(=O)N(C)CC(=O)N2CCCC2)cc1OC the results were CHRM4 PAM -6, CHRM5 PAM 2, CRFR2-BP ag -1.1, CHRM5 antagonist 22, CHRM1 PAM -2, M4 antag 5, M1 antag 1, M5 ag -6 and M4 ag -1.
CC(=O)OC(COc1ccccc1)Cn1cnc2ccccc21 (centres undefined) was read as CHRM4 PAM 3, CHRM5 PAM 4, CRFR2-BP ag -1.6, CHRM5 antagonist -5, CHRM1 PAM -1, M4 antag -2, M1 antag 7, M5 ag 6 and M4 ag 1.
For CC(=O)c1c(C)[nH]c(C(=O)COC(=O)c2cccnc2Cl)c1C the results were CHRM4 PAM 4, CHRM5 PAM 0, CRFR2-BP ag -1.3, CHRM5 antagonist 8, CHRM1 PAM 0, M4 antag 13, M1 antag -2, M5 ag 9 and M4 ag 9.
For COc1ccc(OC)c(S(=O)(=O)N2CCC(C(=O)NCc3ccccc3)CC2)c1 the results were CHRM4 PAM -6, CHRM5 PAM -14, CRFR2-BP ag -0.7, CHRM5 antagonist 6, CHRM1 PAM 8, M4 antag -1, M1 antag -15, M5 ag -2 and M4 ag 2.
`COc1c(C)cccc1C(=O)Nc1cc(-c2nn3c(C)nnc3s2)ccc1C` gave CHRM4 PAM -4, CHRM5 PAM -14, CRFR2-BP ag -1.3, CHRM5 antagonist 8, CHRM1 PAM -10, M4 antag -22, M1 antag 13, M5 ag 0 and M4 ag 16.
Cc1ccc(C)c(Cn2c(C)nc3c(sc(=S)n3-c3ccccc3)c2=O)c1 was read as CHRM4 PAM 13, CHRM5 PAM 6, CRFR2-BP ag 7.2, CHRM5 antagonist -4, CHRM1 PAM 12, M4 antag 1, M1 antag -15, M5 ag -1 and M4 ag 1.
